# TRPV1 agonist: human TRPV1 agonism | Q8NER1 | TRPV1-expressing cells, Fluo-8 calcium influx, agonist mode | activation, % at 8.33 µM | 320,000 tested, 0.19% active; in the data active = activation above about 80%; inconclusive = between about 30% and that limit; also: 0% is about no effect
#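 TRPV1-expressing cells were cultured overnight at 35.5C and loaded with Fluo-8 calcium dye for 40 to 90 min at room temperature. After a 10 s baseline, compound was added and calcium influx was read kinetically for 3 min (ex 480/em 520 nm).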
# KCNH2 3.1 inh: blocks the human KCNH2 3.1 channel isoform. U2OS KCNH2 3.1, thallium flux FluxOr; active compounds read low. activity change, % (tested at about 1.8 µM). 340,000 tested, 0.95% active;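 active = maximum activity change below -70%; inconclusive = maximum activity change from -70% to -50%; inactive = maximum activity change above -50%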;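 also: thallium influx rate constant from kinetic fluorescence after stimulation buffer; % is scaled to controls: 0 for no effect and ±100 for the full control effect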
#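 FluxOr-based Tl+ influx in U2OS cells transduced with KCNH2 3.1 virus; rate constants normalized to DMSO controls.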
# Mito fusion yeast: blocks mitochondrial division or promotes mitochondrial fusion; S. cerevisiae fusion-defective mutant growth rescue, CellTiterGlo 48 h; Potency, µM (series often up to 46.1 µM), without a hit: at the highest dose growth rescue (activation), hits mostly activators; 320,000 tested, 0.23% active;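 also: potency is read from the fitted curve at half-maximal effect; % of control where 0% means no effect; nearly all actives have a fitted effect of over 45% in size; temperature-sensitive fusion mutants such as fzo1-1 at 37 °C on non-fermentable ethanol glycerol medium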
#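 Growth-rescue viability read-out: after 48 h at the non-permissive 37C in glycerol/ethanol YPEG, yeast mitochondrial fusion mutants are measured by CellTiterGlo luminescence; compounds (23 nl pinned per well) restoring growth score as division inhibitors or fusion activators.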
# TCR activator: activates T cell receptor signaling | primary human leukocytes, anti-CD3, IL-2 HTRF, 48 h | Potency, µM (top dose mostly 9.22 µM), without a hit: top-dose activation of IL-2 secretion, usual class: activators | 330,000 tested, under 10 active; also: % of control where 0% means no effect
#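 TCR engagement came from a-CD3 beads alone, with compounds added to primary human leukocytes for 48 hr. Secreted IL-2 bridged europium cryptate- and d2-labelled anti-IL-2 antibodies, giving FRET emission at 665nm after 320nm excitation.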
# TSHR antag: antagonists of human thyroid stimulating hormone receptor | TSHR-expressing cells, TSH-stimulated cAMP HTRF, 2 h; active compounds read low | P16473 | AID 504810 | 330,000 tested, 0.2% active | activity change, negative = inhibition, % at 11.5 µM;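 active = activity change below a set negative limit, meaning inhibition stronger than a set level, cut at about -70% in these data; inconclusive = activity change between two set negative limits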; also: % is scaled to controls: 0 for no effect and ±100 for the full control effect
#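 TSHR-expressing cells were treated with compounds, then stimulated with TSH at EC80 (4nM final) for 2 hours at 37 deg C. Cellular cAMP was measured by HTRF competition between lysate cAMP and cAMP-d2 for a cryptate-labelled anti-cAMP antibody.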
# Eya2 phos inh: blocks the phosphatase activity of human Eya2. Potency, µM (series often up to 76.9 µM), for inactives: top-dose activity, negative = inhibition, hits mostly inhibitors. AID 488837. recombinant Eya2, OMFP fluorescence dephosphorylation (OMFP is methylfluorescein phosphate). 330,000 tested, 0.006% active; also: potency is read from the fitted curve at half-maximal effect; % is scaled to controls: 0 for no effect and ±100 for the full control effect
# Target sequence (O00167 whole entry, looked up): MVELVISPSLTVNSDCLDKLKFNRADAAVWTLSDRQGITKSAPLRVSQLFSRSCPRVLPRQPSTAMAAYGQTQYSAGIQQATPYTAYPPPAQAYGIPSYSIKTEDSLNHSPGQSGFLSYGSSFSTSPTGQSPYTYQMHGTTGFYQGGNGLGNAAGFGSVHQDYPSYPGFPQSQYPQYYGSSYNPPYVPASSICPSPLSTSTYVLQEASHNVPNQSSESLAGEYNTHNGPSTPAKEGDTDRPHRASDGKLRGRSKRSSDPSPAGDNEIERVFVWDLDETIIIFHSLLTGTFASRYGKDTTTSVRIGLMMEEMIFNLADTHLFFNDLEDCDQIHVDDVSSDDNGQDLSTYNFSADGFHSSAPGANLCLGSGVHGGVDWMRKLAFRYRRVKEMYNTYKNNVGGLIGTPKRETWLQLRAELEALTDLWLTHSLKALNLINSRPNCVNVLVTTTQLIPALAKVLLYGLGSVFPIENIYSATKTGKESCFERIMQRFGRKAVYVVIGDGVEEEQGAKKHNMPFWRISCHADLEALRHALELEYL
#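 Eya2 protein (added as 0.2 uM solution) was preincubated with compound for 10 min at ambient temperature in 50 mM HEPES pH 7.5, 50 mM NaCl, 5 uM MgCl2, 0.05% BSA, 1 mM DTT. OMFP (added at 50 uM) then reacted 10 min; fluorescence read at 485/525 nm.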
# A-T KAP1 phos: candidate therapy for ataxia-telangiectasia | […] A-T fibroblasts, KAP-1 phosphorylation AlphaLISA; neocarzinostatin DNA damage 30 min before lysis | Potency, µM (top dose mostly 57.5 µM), for the others: at the highest dose activation, usual class: activators | 320,000 tested, 0.19% active | AID 485349; also: potency is read from the fitted curve at half-maximal effect; % of control where 0% means no effect; nearly all actives have a fitted effect of over 45% in size
#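 ATM-like activity read as KAP-1 phosphorylation via AlphaLISA donor/acceptor antibody pairs after lysis and 6 hr at 25C. Cells were ATM-null patient fibroblasts ([…], hTERT), dosed 60 min, then exposed to the DSB inducer NCS for 30 min.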
# ELG1 repair inh: inhibitors of ELG1-dependent DNA repair in HEK293T cells; HEK293T ELG1-luciferase reporter, luminescence, 16 h; DNA damage induced by 5-fluorouridine; Potency, µM (series often up to 46.1 µM), without a hit: top-dose activity change, negative = inhibition, hits mostly inhibitors; 330,000 tested, 2.3% active; AID 504467; also: potency is read from the fitted curve at half-maximal effect; % is scaled to controls: 0 for no effect and ±100 for the full control effect; nearly all actives have a fitted effect of over 55% in size
#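 HEK293T cells expressing luciferase-tagged ELG1 (2,000/well) received 5-Fluorouridine plus compound or DMSO for 16 hr at 37 °C. Luciferase was read by ONE-Glo luminescence after 30 min at room temperature.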
# KCNH2 WT inh: inhibitors of human wildtype KCNH2 potassium channel; activity change, % at 1.84 µM; 340,000 tested, 0.37% active; U2OS, BacMam KCNH2, thallium flux FluxOr; active compounds read low; Q12809;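 active = maximum activity change below -70%; inconclusive = maximum activity change between -70% and -50%; inactive = maximum activity change above -50%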; also: % is scaled to controls: 0 for no effect and ±100 for the full control effect
#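 U2OS cells were transduced with wild-type KCNH2 virus (2.03 x 10^8 / mL) for 4 h at room temperature, then cultured overnight at 37 C. Thallium flux was read with FluxOr dye. Rate constants were normalized to DMSO controls.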
# USP2a inh: inhibitors of human ubiquitin-specific protease USP2a; O75604; AID 463254; 330,000 tested, 0.01% active; Potency, µM (titrated, usually from 38.3 µM), without a hit: top-dose activity change, negative = inhibition, actives largely listed as inhibitors; USP2 core, Ub-CHOP2 coupled fluorogenic reporter, 485/531;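 also: potency is read from the fitted curve at half-maximal effect; plate controls were DMSO wells for no effect and full inhibition by NEM control for full effect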
# Target sequence (O75604 whole entry, looked up): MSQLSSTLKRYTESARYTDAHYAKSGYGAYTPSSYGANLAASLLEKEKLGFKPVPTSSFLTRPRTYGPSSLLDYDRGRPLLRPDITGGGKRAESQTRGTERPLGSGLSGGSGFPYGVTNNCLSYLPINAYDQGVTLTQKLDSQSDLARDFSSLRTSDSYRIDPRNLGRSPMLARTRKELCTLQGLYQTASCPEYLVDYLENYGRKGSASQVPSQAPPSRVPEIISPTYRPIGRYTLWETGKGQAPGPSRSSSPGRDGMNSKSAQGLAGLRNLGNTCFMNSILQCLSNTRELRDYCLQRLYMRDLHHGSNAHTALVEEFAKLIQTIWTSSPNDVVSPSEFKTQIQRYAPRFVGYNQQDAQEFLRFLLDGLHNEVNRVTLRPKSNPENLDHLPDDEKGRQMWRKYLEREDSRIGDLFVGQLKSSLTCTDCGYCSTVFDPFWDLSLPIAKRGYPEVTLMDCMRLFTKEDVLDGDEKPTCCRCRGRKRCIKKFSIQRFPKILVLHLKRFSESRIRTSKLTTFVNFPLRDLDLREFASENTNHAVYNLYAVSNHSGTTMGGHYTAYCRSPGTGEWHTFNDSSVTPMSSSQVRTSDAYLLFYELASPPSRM
#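 Cell-free coupled assay: 10nM USP2 core preincubated 30min RT with compound in Tris-HCl pH 8.0/CaCl2/CHAPS buffer, then 25nM Ub-CHOP2 and 25nM reporter substrate; fluorescence (Ex 485/Em 531) read after 60min RT, normalized to NEM inhibition, concentration-response curves fitted.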
# The depositor's hits bear a star; ? = inconclusive; . = no result given; [ ] = dose if it differs, or a comment. Unless noted, calls follow the shape of the dose curve; as a rule, active = well fitted curve in the direction sought with a large enough effect; inconclusive = small, poorly fitted or top-dose-only effect, or another doubt; inactive = no such curve, though single readings can be large; an effect the other way counts as inactive or inconclusive.
# Every second line gives: TRPV1 agonist, KCNH2 3.1 inh, Mito fusion yeast, TCR activator, TSHR antag, Eya2 phos inh, A-T KAP1 phos, ELG1 repair inh, KCNH2 WT inh, USP2a inh
> COc1cc(/C=N/NC(=S)Nc2cccnc2)cc(OC)c1OC
  8, 5, -3%, 4%, -15, 12%, 12%, ?, -6, 2%
> COc1cccc(NC(=O)CSCc2n[nH]c(=O)[nH]2)c1
  -3, 8, -2%, 4%, 4, -4%, 0%, 6%, 12, -3%
> COc1ccc(CN2CCNC(=O)C2CC(=O)NCCc2c[nH]c3ccccc23)c(OC)c1 (stereo not drawn)
  0, -7, -1%, -3%, 3, -2%, 1%, -5%, -11, -1%
> CCN(CC)C(=O)Sc1cccc2cccnc12
  1, -19, -3%, -2%, 30, 15%, -3%, 0%, 2, 1%
> CC(C)Cc1nc(Nc2ccccc2C#N)c2nnn(Cc3ccccc3)c2n1
  11, 1, -4%, -6%, -9, -9%, 4%, ?, -2, 0%
> Cc1ccccc1-c1nnn(CC(=O)Nc2ccc3c(c2)OCCO3)n1
  -11, 9, 24%, -1%, -24, -11%, 1%, ?, -7, 4%
> C[C@H](NC(=O)c1nc[nH]c1C(=O)N[C@@H](C)c1ccccc1)C(=O)OC(C)(C)C
  ?, 2, 0%, 2%, 5, -11%, 0%, -8%, 4, 2%
> CCN1C(=O)C2(C(C#N)=C(N)Oc3n[nH]c(-c4ccc(Cl)cc4)c32)c2ccccc21 (stereo not drawn)
  0, -32, 1%, 2%, -2, -7%, 2%, 0%, -5, 6%
> COc1ccccc1NC(=O)/C(C#N)=C/c1c(C)nn(-c2ccc(F)cc2)c1Cl
  0, -4, 1%, -20%, 1, -4%, 3%, 14%, -5, 3%
> O=C(NCCN1CCOCC1)/C(=C/c1ccccc1)NC(=O)c1ccccc1
  -1, -2, 1%, -5%, 15, -17%, -7%, 15%, 15, 1%
> Cc1onc(-c2c(F)cccc2Cl)c1C(=O)NCc1ccccc1
  7, 7, 2%, 3%, 30, -4%, 8%, 7%, -3, -1%
> CCOC(CNC(=O)c1ccc2c(c1)ncn2-c1ccc(F)c(F)c1)OCC
  -1, -37, 8%, 7%, 7, -22%, 2%, 3%, ., 0%
> COc1ccc(/C=N/NC(=O)c2ccn[nH]2)cc1Cn1cc([N+](=O)[O-])cn1
  0, 4, -2%, 6%, -4, -6%, 12%, ?, 0, 2%
> Cc1ccc(C)c(SCC(=O)Nc2cccc(S(=O)(=O)NC3=NCCCCC3)c2)c1
  2, -3, -5%, 4%[46.1 µM], 2, -5%, -9%, ?, 6, -1%
> Cc1cc(OCCCn2ccnc2)cc(C(C)C)c1
  4, 3, 2%, 0%, -3, -16%, -3%, 18%, 7, 12%
> O=C(Cn1cc(C(=O)c2cccs2)c2ccccc21)NCc1cccs1
  0, 3, 4%, ., 20, -6%, 4%, 22%, 4, 1%
> O=C(CCCC(=O)OCC(=O)c1ccc(Cl)cc1Cl)Nc1cc(C(F)(F)F)ccc1Cl
  5, -19, -8%, 3%, -23, -10%, 0%, 24%, 0, 2%
> C=C(C)C1CC=C(C)/C(=N/Nc2ccccc2[N+](=O)[O-])C1 (stereo not drawn)
  0, 4, 0%, 2%[46.1 µM], -14, -9%, 7%, ?, -1, 1%
> O=C(Cc1ccc(-n2c(=O)c3sccc3n(Cc3ccc(F)cc3)c2=O)cc1)NCc1ccco1
  3, 0, -5%, 4%, 8, -3%, -1%, ?, 4, 1%
> O=C(O)c1ccc2cccc(Cl)c2c1O
  0, -26, -1%, -9%, 6, -14%, 6%, -9%, -7, 0%
> CSc1ccccc1OCc1cc(C(=O)N2CCc3sccc3C2)no1
  26, 8, ?, 1%, 1, -6%, 6%, 6%, -25, 0%
> Cc1cc(C)c(S(=O)(=O)Nc2c(C)n(C)n(-c3ccccc3)c2=O)cc1[N+](=O)[O-]
  -2, 8, -4%, 3%, 8, -10%, -1%, -3%, 0, -2%
> Cc1cc(C)c2c(=O)[nH]n(C3CCCCCC3)c2n1
  26, -2, 5%, -6%, 6, 2%, -1%, 19%, 1, 1%
> O=c1c2c(-c3cccs3)csc2ncn1-n1cccc1
  -6, 5, -4%, -37%, 26, -7%, -3%, 8%, -22, -1%
> CC(C)[C@H](NC(N)=O)C(=O)Nc1cccc(S(=O)(=O)NC2=NCCCCC2)c1
  3, 10, 4%, 2%, 0, 5%, -2%, 15%, -10, 2%
> c1coc(CSSCc2ccco2)c1
  -1, 13, -7%, 2%, 1, 1%, 4%, -4%, 1, 0%
> COc1cc(N2CCCC2)c(OC)cc1/C=C(/C#N)c1ccc(F)cc1
  4, -2, 6%, -2%[46.1 µM], -15, -4%, -15%, -21%, -14, 4%
> CCC(=O)N(Cc1c(C)nn(-c2ccccc2)c1Cl)c1ccc(Cl)cc1
  17, -7, 29%, 4%[46.1 µM], -2, -8%, -2%, ?, 4, 2%
> CC(=O)c1ccccc1OCc1ccc(C(=O)c2ccccc2)cc1
  12, 5, 2%, -7%, -30, -4%, 3%, -20%, -15, 0%
> COc1ccc(-c2nnn3c2nc(NCc2ccccc2)c2ccccc23)cc1
  4, -1, -3%, 2%, -1, -10%, 3%, ?, 1, 0%
> COc1cc(O)ccc1C=O
  2, 6, -2%, 4%, 3, 2%, -2%, -1%, -7, 1%
> CCOC(=O)CNC(=O)c1cc(C)oc1C
  -4, ., -5%, ., 13, 10%, -7%, 27%, ., 1%
> COc1ccc(-c2nc(CS(=O)CC(=O)NCc3ccc(Cl)cc3)c(C)o2)cc1 (stereo not drawn)
  10, 9, 0%, 5%, 1, 3%, 7%, -9%, -1, 3%
> O=C(CCCOc1ccc(Cl)cc1Cl)NCc1ccccn1
  4, ., -4%, 1%, 29, 15%, 7%, ?, -9, 6%
> CC(C)(C)c1ccc(C(=O)NCCC(=O)N2CCCC2)cc1
  7, -2, -2%, -6%, -2, 4%, -3%, ?, 2, 1%
> COc1ccccc1NC(=O)Cn1cnc2sc(C(=O)Nc3cc(OC)c(OC)c(OC)c3)c(C)c2c1=O
  0, -1, 0%, 5%, 3, 7%, 2%, 8.2µM*, 5, -4%
> Nc1nnc(-c2cccc(F)c2)s1
  -6, -1, -1%, 8%, 5, 7%, 1%, 0%, -4, 3%
> C=CCn1c(N)cc(=O)nc1SCC(=O)N1CCN(c2ccc(F)cc2)CC1
  5, -7, 1%, -5%, 7, -21%, -7%, 17%, 18, -1%
> O=[N+]([O-])c1nn(-c2ccc3c(c2)OCCO3)n(O)c1=NCc1ccccc1Cl
  -8, 16, 1%, -2%, -5, -39%, 0%, ?, 19, 2%
> CCn1c2ccccc2c2nnc(SCC(=O)c3ccccc3)nc21
  3, 30, 20%, -3%, -3, -19%, 0%, ?, 9, 1%
> Cc1ccc(NC(=O)c2cc3ccccc3o2)cc1S(=O)(=O)N(C)C
  ?, -14, -3%, 0%, -15, 16%, 1%, ?, -23, 0%
> Cc1cc(S(=O)(=O)N(Cc2ccccn2)Cc2ccco2)ccc1-n1cnnn1
  ?, 3, 3%, 3%, 3, -15%, -3%, -2%, 20, 4%
> O=C(COc1ncnc2c(Cl)cc(Cl)cc12)NC1CCCCCC1
  5, 4, 0%, -1%, 20, -8%, ., 3%, 3, 1%
> Cc1ccc(Oc2ncnc3sccc23)cc1
  8, -8, 4%, -3%[46.1 µM], 3, 2%, 5%, ?, -2, 2%
> O=C(CN1C(=O)NC2(CCCCCC2)C1=O)Nc1ccc(Br)cc1Br
  7, 2, 1%, 13%, 1, -19%, 1%, -11%, 1, -2%
> COc1cc2c(cc1OC)CN(CCOc1ccc(Br)cc1)CC2
  ?, -14, -5%, 10%, -2, -3%, 8%, -24%, 21, 2%
> COC(=O)C1=C(C)NC(C)=C(C(=O)OC(C)C)C1c1cccc2nonc12 (stereo not drawn)
  -6, 0, 8%, -4%, -6, -5%, ., ., -24, 12%
> CC1CCCN(C(=O)c2ccc([N+](=O)[O-])o2)C1 (stereo not drawn)
  2, 10, -4%, 1%, 10, 11%, 9%, -9%, -5, 0%

# Four structures from above, arranged by count of non-hydrogen atoms, ascending.
# Every second line gives: TRPV1 agonist, KCNH2 3.1 inh, Mito fusion yeast, TCR activator, TSHR antag, Eya2 phos inh, A-T KAP1 phos, ELG1 repair inh, KCNH2 WT inh, USP2a inh
> Cc1ccc(Oc2ncnc3sccc23)cc1
  8, -8, 4%, -3%[46.1 µM], 3, 2%, 5%, ?, -2, 2%
> CCN(CC)C(=O)Sc1cccc2cccnc12
  1, -19, -3%, -2%, 30, 15%, -3%, 0%, 2, 1%
> CCC(=O)N(Cc1c(C)nn(-c2ccccc2)c1Cl)c1ccc(Cl)cc1
  17, -7, 29%, 4%[46.1 µM], -2, -8%, -2%, ?, 4, 2%
> CCOC(CNC(=O)c1ccc2c(c1)ncn2-c1ccc(F)c(F)c1)OCC
  -1, -37, 8%, 7%, 7, -22%, 2%, 3%, ., 0%

# An excerpt; count on the stated rates, not on these rows.
